Bioassay records: PubChem, The Scripps Research Institute Molecular Screening Center
IDE act: boosts human insulin-degrading enzyme activity in HEK cells. P14735. FAbeta-B cleavage, fluorescence polarization; 0% vehicle, 100% cell-free pure enzyme wells. activation, % at 5.96 µM. 340,000 compounds, 0.073% hits;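 active = activation above the mean of all tested compounds plus 3 SD, set per screening campaign, cut at about 17% in these data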
Target sequence (P14735 whole entry, looked up): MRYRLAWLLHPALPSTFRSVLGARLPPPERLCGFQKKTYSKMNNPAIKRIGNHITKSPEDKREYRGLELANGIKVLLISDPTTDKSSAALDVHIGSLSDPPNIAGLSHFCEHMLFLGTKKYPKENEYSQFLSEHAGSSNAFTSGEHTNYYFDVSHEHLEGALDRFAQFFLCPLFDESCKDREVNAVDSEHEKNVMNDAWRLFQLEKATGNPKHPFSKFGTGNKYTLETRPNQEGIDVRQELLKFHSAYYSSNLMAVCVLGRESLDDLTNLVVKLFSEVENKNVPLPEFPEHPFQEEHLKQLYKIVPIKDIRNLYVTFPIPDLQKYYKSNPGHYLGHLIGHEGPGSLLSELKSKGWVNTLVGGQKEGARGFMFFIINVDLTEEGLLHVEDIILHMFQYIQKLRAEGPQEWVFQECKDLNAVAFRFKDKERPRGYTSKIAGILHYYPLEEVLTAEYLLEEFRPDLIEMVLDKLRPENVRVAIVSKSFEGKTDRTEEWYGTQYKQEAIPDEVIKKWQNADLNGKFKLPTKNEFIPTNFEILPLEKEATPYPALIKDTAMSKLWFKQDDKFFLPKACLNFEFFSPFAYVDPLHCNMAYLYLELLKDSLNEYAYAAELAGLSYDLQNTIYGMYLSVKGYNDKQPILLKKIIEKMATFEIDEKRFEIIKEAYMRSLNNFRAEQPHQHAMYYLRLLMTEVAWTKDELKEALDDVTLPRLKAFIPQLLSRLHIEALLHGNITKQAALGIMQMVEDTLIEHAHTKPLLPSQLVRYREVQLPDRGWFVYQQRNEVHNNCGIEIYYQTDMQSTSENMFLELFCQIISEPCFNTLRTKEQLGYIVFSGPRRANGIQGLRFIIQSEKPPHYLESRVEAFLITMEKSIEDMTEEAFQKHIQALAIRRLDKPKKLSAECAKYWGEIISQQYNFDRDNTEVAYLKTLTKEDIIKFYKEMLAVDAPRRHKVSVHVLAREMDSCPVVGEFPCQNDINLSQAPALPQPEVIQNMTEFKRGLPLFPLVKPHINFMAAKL
* marks the source's active call; other numbers are inactive results. The list is partial; count on the stated rates, not on these rows.

compound,IDE act
CN(CC(=O)Nc1ccccc1Br)C(=O)c1n[nH]c2ccccc12,-3
Cc1cccc(C)c1-c1ccc(CN2C(CC(C)C)C(=O)N(Cc3cn(CCO)nn3)CCS2(=O)=O)cc1 (stereo not given),4
O=c1n(CC2CO2)c(=O)n(CC2CO2)c(=O)n1CC1CO1 (stereo not given),2
NC(=S)N1N=C(c2ccccc2)CC1=O,5
O=C1c2ccccc2C(=O)N1CC1CO1 (stereo not given),9
Cc1ccc(S(=O)(=O)N2CCOCC2)cc1C(=O)NC1CCN(Cc2ccccc2)CC1,-3
O=C(OCC(O)C(O)C(O)C(SCc1ccccc1)SCc1ccccc1)c1ccccc1 (stereo not given),3
CN(C(=O)c1cccc(NC(=O)Cc2ccc(NC(=O)C3CCN(C(=O)C4CCC4)CC3)cc2)c1)C1CC1,5
CCN(CC)C(=O)[C@H]1CC(CC(=O)NC(C)(C)C)C(=O)N2CCc3c([nH]c4ccc(OC)cc34)[C@]12C (stereo not given in full),3
Cc1[nH]c(N)nc(=S)c1CCCNc1ccccc1,-10
Oc1ccc2ccccc2c1CN1CCCCC1,4
CCOc1ccccc1C=NNc1ccc([N+](=O)[O-])cn1,-3
O=C(NCc1cccs1)[C@@H]1CCCN1S(=O)(=O)c1ccccc1F,4
c1cc(CNCCN2CCNCC2)ccn1,6
O=C1NC[C@H](Cc2ccccc2)N(CC2CCN(CC3CCCC3)CC2)C1=O,3
Cn1c(=O)c2[nH]c(COc3ccccc3)nc2n(C)c1=O,5
C[C@H]1C(=O)N(c2ccccc2)[C@@H]1c1ccccc1,-2
C1CCN2C[C@@H]3C[C@@H](CN4CCCC[C@@H]34)[C@H]2C1,3
COc1ccc2cc(CNCCOCCOCCNCc3ccc4cc(OC)ccc4c3)ccc2c1,-5
CC1CCCC12NC(=O)NC2=O (stereo not given),0
Cc1cccc(N2CCN(C(=O)CNC(=O)C3CCCCC3)CC2)c1C,0
O=C(O)C(c1ccccc1)C1CCCCC1O (stereo not given),7
Cc1cc(N2CCCC2)ccc1NC(=O)COc1ccccc1,-1
O=C(NNC(=O)c1ccc2ccccc2c1)c1ccc(Cl)cc1,-8
CN(CCc1ccccc1)C(=O)c1cccc(NC(=O)Cc2cccc(NC(=O)C3CCN(C(=O)C4CCCC4)CC3)c2)c1,-7
CC(Oc1ccc(Br)cc1)C(=O)Nc1ccc(S(=O)(=O)NC2=NCCCCC2)cc1 (stereo not given),-4
CCNC(=O)c1cccc(NC(=O)CN2C(=O)NC3(CCCCC3)C2=O)c1,6
O=C(NC(CSC(=O)c1ccccc1)C(=O)O)OCc1ccccc1 (stereo not given),5
CCN1C(=O)/C(=C/c2cn(-c3ccccc3)nc2-c2cccnc2)SC1=S,-2
C=C(C)[C@@H]1CC=C(CO)CC1,4
N#Cc1ccccc1OCC(=O)Nc1cc(S(=O)(=O)N2CCCCC2)ccc1N1CCOCC1,5
COc1cccc(CN(C)C(=O)c2ccc(S(=O)(=O)Nc3ccccc3F)cc2)c1OC,6
Cn1c(=O)c2[nH]c(SCCN)nc2n(C)c1=S,1
COC(=O)[C@@]1(Cc2ccccc2)[C@H]2C(=O)N(Cc3ccccc3)C(=O)[C@H]2[C@H]2CN(C)C(=NCc3ccccc3)N21,5
CC[C@]12c3[nH]c4cc(CCC(=O)N(C)C)ccc4c3CCN1C(=O)[C@@H](CC(=O)NCCCn1ccnc1)C[C@@H]2C(=O)N1CCN(C(=O)c2ccco2)CC1,5
Cc1cccc(Nc2nc(N)nc(N)c2N=O)c1,8
CCCCN1C=C(C(=O)c2ccccc2)C(=O)CC1,1
CC1=C(C)N(C)[C@H](c2ccccc2Br)[C@H](O)C1=O,-2
Oc1ccc2c(c1)c1ccccc1c1ncccc21,0
Cc1cc(Br)ccc1NC(=O)CN(C)C(=O)C1CCN(c2ncnc3sc(C)c(C)c23)CC1,-1
Cc1ccc2c(C)c(C(=O)Nc3cccnc3)oc2c1C,3
COc1ccc(-c2ccc3c(c2)[C@@H]2C[C@H](N(C)S(=O)(=O)c4ccccc4)[C@H]([C@H](C)O)C(=O)N2CC3)cc1,-2
CCCn1c(C)nc2c(c1=O)c1nc3ccccc3nc1n2-c1ccccc1,6
CC(C)c1cc(CN2C(C)COCC2C)cc(C(C)C)c1O (stereo not given),6
O=C1NCC(Nc2ccc(Cl)cc2)C(=O)N1 (stereo not given),5
COC(=O)[C@H](CC(C)C)NC(=O)Cn1cnc2c(NCc3ccccc3)ncnc21,0
COc1cc(C(=O)NCCc2ccc3c(c2)OCO3)cc(OC)c1OC,-6
CCOc1ccc(NC(=O)CN(C)C(=O)CSc2ccccc2)cc1OCC,-4
O=C(CN1CCN(S(=O)(=O)c2ccc(F)cc2)CC1)Nc1ccccc1C(=O)NC1CC1,-2
O=C(CC1SC(N2CCCC2)=NC1=O)Nc1ccc(C(=O)NCc2ccc(F)cc2)cc1 (stereo not given),3
O=C(NNC(=O)c1cccc2ccccc12)c1ccc(Cl)cc1,2
O=C(O)C1CC2CCC1CC2 (stereo not given),-2
Cc1ccc(S(=O)(=O)N2C[C@@H]3[C@H]4CC[C@H](C4)[C@@H]3[C@@H](C)[C@H]2C#N)cc1,1
CC(=O)c1c(C)[nH]c(C(=O)NNC(=O)COc2cc(C)cc(C)c2)c1C,1
Cc1ccc(NS(=O)(=O)c2cccc(C(=O)NC3CCN(Cc4ccccc4)CC3)c2)c(C)c1,6
CC(OC(=O)Cc1ccc(F)cc1)C(=O)N1CCc2ccccc21 (stereo not given),-4
CC1CCCCC1NC(=O)CSc1nnnn1C (stereo not given),3
Cc1nc(NCc2ccco2)c2cn[nH]c2n1,3
CCN(C(=O)COC(=O)CCC(=O)c1ccc(Cl)cc1)c1c(N)n(Cc2ccccc2)c(=O)[nH]c1=O,6
CN(C)c1ccc(NC(=O)CSc2n[nH]c(-c3ccncc3)n2)cc1,9

Next entries.
compound,IDE act
Cc1ccc(C)c(NC(=O)C(OC(=O)c2cc[n+]([O-])cc2)c2ccccc2)c1 (stereo not given),1
COc1cccc(C(C#N)NCCCNC(C#N)c2cccc(OC)c2OC)c1OC (stereo not given),-1
CSc1ccc(/C=C/C(=O)OCC(=O)N2CCN(c3ccccc3)CC2)cc1,-7
O=C1CC(c2ccccc2)C(c2ccccc2)=NN1 (stereo not given),1
CCCCN1CCS(=O)(=O)N(Cc2ccccc2Br)CC(C(=O)OC)C1 (stereo not given),0
O=C(Nc1ccccc1)C(CCCCN1C(=O)c2ccccc2C1=O)N1C(=O)c2ccccc2C1=O (stereo not given),2
O=C(c1ccccc1)N(c1ccccc1)c1nccc2ccccc12,4
O=C(NN=Cc1cccc2ccccc12)C(=O)NN=Cc1cccc2ccccc12,4
Cc1ccc(C)c(N2CCN(C(=O)CCc3nc(-c4cccc(Cl)c4)no3)CC2)c1,0
O=[N+]([O-])c1cccc(COc2cccc(CN3CCCCC3)c2)c1,7
CC(C)CN1CC(Br)C(=O)NC1=O (stereo not given),6
CN(C(=O)c1cccc(NC(=O)Cc2ccc(NC(=O)C3CCCN(C(=O)c4ccccc4)C3)cc2)c1)C1CCCCC1 (stereo not given),6
CCOC(=O)C1C(=O)NC(C(=O)OCC)(C(=O)OCC)C1CC (stereo not given),2
O=C(Nc1ccc(F)cc1F)c1ccc2c(=O)n3c(nc2c1)CCC3,8
CCN(Cc1nc2ccccc2c(=O)[nH]1)C(=O)c1cccc(OCc2c(C)noc2C)c1,-2
O=C(NCc1ccccc1F)c1ccc(S(=O)(=O)NCc2ccco2)cc1,4
CCOC(=O)C(C#N)(Cc1ccc2ccccc2n1)Cc1ccc2ccccc2n1,3
CCOC(=O)c1ccc(S(=O)(=O)N2CCN(C3CC(=O)N(c4ccc(OC)cc4)C3=O)CC2)cc1 (stereo not given),4
CCOC(=O)c1ccc(S(=O)(=O)N2CCN(C(=O)c3cc4ccccc4o3)CC2)cc1,7
CCOC(=O)[C@H]1[C@H]2COc3ccc(Br)cc3[C@H]2N2C(=O)CN(Cc3ccc(C)cc3)C(=O)[C@@]12C,6
Cc1ccc(S(=O)(=O)Nc2c(C)cc([N+](=O)[O-])cc2C)cc1,2
O=C1C=C(Nc2cccnc2)c2ccccc2C1=O,8
COc1cc(C=NOC(=O)Nc2ccccc2)cc(OC)c1OC,6
CC(=O)Nc1cc2c(c([N+](=O)[O-])c1C)C(C)(C)CC2(C)C,0
COC(=O)c1ccc(NC(=O)c2cccc(N3C(=O)CCC3=O)c2)cc1,2
COc1ccccc1N(C)S(=O)(=O)c1ccc(C(=O)Nc2cc(OC)c(OC)c(OC)c2)cc1,1
COc1ccc(C2CC(=O)c3c(O)cc(O)cc3O2)cc1O (stereo not given),4
COc1ccccc1C1OCC(C)([N+](=O)[O-])CO1 (stereo not given),4
COc1ccccc1NS(=O)(=O)c1cc(C(=O)Nc2ccc(S(=O)(=O)Nc3onc(C)c3C)cc2)ccc1C,-1
Cc1cc(C)c(C)c(C(=O)C(=O)c2ccccc2)c1,7

A draw from above in order of formula weight, largest number first.
compound,IDE act
CN(C(=O)c1cccc(NC(=O)Cc2ccc(NC(=O)C3CCCN(C(=O)c4ccccc4)C3)cc2)c1)C1CCCCC1 (stereo not given),6
COc1ccccc1NS(=O)(=O)c1cc(C(=O)Nc2ccc(S(=O)(=O)Nc3onc(C)c3C)cc2)ccc1C,-1
CCOC(=O)c1ccc(S(=O)(=O)N2CCN(C3CC(=O)N(c4ccc(OC)cc4)C3=O)CC2)cc1 (stereo not given),4
COc1ccccc1N(C)S(=O)(=O)c1ccc(C(=O)Nc2cc(OC)c(OC)c(OC)c2)cc1,1
O=C(Nc1ccccc1)C(CCCCN1C(=O)c2ccccc2C1=O)N1C(=O)c2ccccc2C1=O (stereo not given),2
CCOC(=O)c1ccc(S(=O)(=O)N2CCN(C(=O)c3cc4ccccc4o3)CC2)cc1,7
CCN(Cc1nc2ccccc2c(=O)[nH]1)C(=O)c1cccc(OCc2c(C)noc2C)c1,-2
CSc1ccc(/C=C/C(=O)OCC(=O)N2CCN(c3ccccc3)CC2)cc1,-7
CCOC(=O)C(C#N)(Cc1ccc2ccccc2n1)Cc1ccc2ccccc2n1,3
O=C(NN=Cc1cccc2ccccc12)C(=O)NN=Cc1cccc2ccccc12,4
Cc1ccc(C)c(NC(=O)C(OC(=O)c2cc[n+]([O-])cc2)c2ccccc2)c1 (stereo not given),1
CCOC(=O)C1C(=O)NC(C(=O)OCC)(C(=O)OCC)C1CC (stereo not given),2
O=[N+]([O-])c1cccc(COc2cccc(CN3CCCCC3)c2)c1,7
O=C(c1ccccc1)N(c1ccccc1)c1nccc2ccccc12,4
Cc1ccc(S(=O)(=O)Nc2c(C)cc([N+](=O)[O-])cc2C)cc1,2
COc1ccc(C2CC(=O)c3c(O)cc(O)cc3O2)cc1O (stereo not given),4
CC(=O)Nc1cc2c(c([N+](=O)[O-])c1C)C(C)(C)CC2(C)C,0
COc1ccccc1C1OCC(C)([N+](=O)[O-])CO1 (stereo not given),4
Cc1cc(C)c(C)c(C(=O)C(=O)c2ccccc2)c1,7
O=C1CC(c2ccccc2)C(c2ccccc2)=NN1 (stereo not given),1
CC(C)CN1CC(Br)C(=O)NC1=O (stereo not given),6

The list continues:
compound,IDE act
Nc1c(C(=O)NCC2CCCO2)c2nc3ccccc3nc2n1/N=C/c1ccncc1 (stereo not given),5
NC(=O)CC(NC(=O)Cc1cccc2ccccc12)c1ccc(NC2CCCC2)c([N+](=O)[O-])c1 (stereo not given),1
COc1cc(NC(=O)OCc2ccccc2)c2ncccc2c1,7
CN(C(=O)c1ccc(NC(=O)Cc2ccc(NC(=O)C3CCN(C(=O)C4CC4)CC3)cc2)cc1)C1CCCC1,3
CCN1C(=O)[C@H]2[C@H]3CN=C(SCC4CC4)N3[C@@](CC)(C(=O)OC)[C@H]2C1=O,4
O=C(CCc1ccccc1)N1CCN(C(=O)CCc2ccccc2)CC1,4
CC(C(=O)N1CCc2ccccc21)N1CCN(S(=O)(=O)c2ccc3c(c2)OCCCO3)CC1 (stereo not given),4
CC(C)=CCC/C(C)=C/CNC(=O)C[C@H]1C[C@H](C(=O)N(C(C)C)C(C)C)[C@@]2(C)c3[nH]c4cc(CCC(=O)N(C)C)ccc4c3CCN2C1=O,-1
O=C(/C=C/c1ccccc1)Nc1cccc(C(=O)NCCc2ccccc2)c1,5
COC(=O)[C@@]1(Cc2ccccc2)[C@H]2C(=O)N(C)C(=O)[C@H]2[C@H]2CN=C(SCc3ccc(Cl)cc3)N21,1
O=C(NN=CC=Cc1ccccc1)C(O)C(O)C(=O)NN=CC=Cc1ccccc1 (stereo not given),1
C#CCOCCOCCOCCNc1nc(N2CCN(C(=O)[C@H]([C@@H](C)CC)n3cc(CCC(=O)O)nn3)CC2)nc(N2CCN(C(=O)[C@H](CCCCN)n3cc(CCCC)nn3)CC2)n1,4
Oc1c(CN2CCOCC2)ccc(CN2CCOCC2)c1O,-4
CCCCOc1ccccc1-c1ccccc1CN1[C@@H](C(C)C)COCCS1(=O)=O,1
CC(=NNC(=S)Nc1ccc(C)cc1)c1ccccn1,-11
Cc1noc(C)c1COc1ccc(C(=O)NCC(c2c(F)cccc2Cl)N(C)C)cc1 (stereo not given),-5
O=S(=O)(CCNC1CC1)NC1CCCCC1,6
